Screening data (PubChem BioAssay)
NALP1 yeast inh: NALP1 inflammasome inhibitors in reconstituted yeast, colorimetric, S. cerevisiae, triplicate retest; AID 2071, 2009; inhibition, % at 10 µM; S. cerevisiae NALP1/ASC/caspase-1 growth, X-gal OD620, 72 h; 0.61% of 280,000 active; in the data active means inhibition mostly above about 24%, no sharp cut-off; inactive means mostly below about 32%; further: some compounds called inactive have numbers as strong as hits
PfM18AAP inh: PfM18AAP inhibitors, malaria aminopeptidase, primary screen, biochemical, QFRET, recombinant enzyme; H-Glu-NHMec fluorogenic cleavage; inhibition, % at 7.35 µM; 1.2% of 290,000 active;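 active means inhibition above the campaign mean inhibition over all tested compounds plus 3 SD, cut at about 28% in these data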;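 further: 0% = plate median of test compound wells and 100% = 2 mM ZnCl2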
MEKK2 mut-MEK5: MEK5 binding signal on mutant MEKK2 PB1, primary screen, biochemical, multiplex bead flow cytometry, Alexa488-MEK5. Alexa488-MEK5 binding to MEKK2 mutant. percent response, % at 10 µM. 0.35% of 290,000 active. AID 1530, 2009; in the data active means percent response above about 24%, passing the limit was not always enough; further: inactives centre near 1; some results filed as inactive read as strong as hits; reference of the scale not given here
p-CIP stab down: p/CIP-EGFP fusion destabilizers, primary screen, fluorescence, F442A cells | 16 h | decrease of EGFP signal, % at 10 µM | 0.01% of 290,000 active | AID 1984, 2009;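 active means EGFP signal decrease of at least 30% at 10 µM or well 3 SD below plate mean, unless failing retest; inactive means the rest, including hits failing retest or dose response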; further: some compounds called inactive have numbers as strong as hits; many of its hits are not listed in these tables
Target sequence (Q05BA5 1-1403): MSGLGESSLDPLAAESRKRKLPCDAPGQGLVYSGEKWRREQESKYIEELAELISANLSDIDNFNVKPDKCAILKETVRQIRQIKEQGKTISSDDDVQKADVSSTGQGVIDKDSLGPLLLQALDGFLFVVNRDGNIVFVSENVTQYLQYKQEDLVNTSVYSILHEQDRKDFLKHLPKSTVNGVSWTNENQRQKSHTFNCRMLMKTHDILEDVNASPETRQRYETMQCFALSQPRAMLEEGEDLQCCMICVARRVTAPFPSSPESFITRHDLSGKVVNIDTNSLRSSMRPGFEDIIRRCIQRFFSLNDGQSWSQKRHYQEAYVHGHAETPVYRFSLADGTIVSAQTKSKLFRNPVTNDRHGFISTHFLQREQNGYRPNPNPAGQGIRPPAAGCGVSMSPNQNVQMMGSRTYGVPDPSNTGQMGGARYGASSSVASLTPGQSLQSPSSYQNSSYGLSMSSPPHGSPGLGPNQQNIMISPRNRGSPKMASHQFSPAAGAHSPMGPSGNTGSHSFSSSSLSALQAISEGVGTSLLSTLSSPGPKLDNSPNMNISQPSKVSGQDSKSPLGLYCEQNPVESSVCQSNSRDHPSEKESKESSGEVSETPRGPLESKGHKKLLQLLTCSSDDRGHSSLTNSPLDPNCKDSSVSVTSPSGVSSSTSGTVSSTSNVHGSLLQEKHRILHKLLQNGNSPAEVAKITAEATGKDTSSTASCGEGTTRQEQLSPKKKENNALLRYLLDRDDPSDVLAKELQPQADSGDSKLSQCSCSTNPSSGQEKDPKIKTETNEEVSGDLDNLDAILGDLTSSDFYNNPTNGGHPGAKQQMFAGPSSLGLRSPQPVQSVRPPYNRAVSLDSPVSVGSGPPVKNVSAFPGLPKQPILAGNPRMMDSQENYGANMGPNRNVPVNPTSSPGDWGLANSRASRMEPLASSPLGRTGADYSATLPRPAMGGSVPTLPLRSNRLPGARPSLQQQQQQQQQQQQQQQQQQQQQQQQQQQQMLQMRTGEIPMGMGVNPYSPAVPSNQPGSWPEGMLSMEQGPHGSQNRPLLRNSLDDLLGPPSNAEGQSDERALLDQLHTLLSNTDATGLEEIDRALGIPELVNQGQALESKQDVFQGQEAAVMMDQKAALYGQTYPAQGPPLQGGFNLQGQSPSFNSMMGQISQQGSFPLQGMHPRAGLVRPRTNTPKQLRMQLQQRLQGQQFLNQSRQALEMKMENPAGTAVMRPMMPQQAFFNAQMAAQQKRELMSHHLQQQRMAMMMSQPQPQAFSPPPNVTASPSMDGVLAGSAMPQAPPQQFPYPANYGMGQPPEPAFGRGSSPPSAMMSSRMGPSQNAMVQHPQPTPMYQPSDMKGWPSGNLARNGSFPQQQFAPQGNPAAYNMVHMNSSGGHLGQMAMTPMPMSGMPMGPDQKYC
MEKK2wt PB1 HTS: modulators of MEK5 binding to wildtype MEKK2, primary screen, biochemical, multiplex bead flow cytometry, Alexa488-MEK5. 1.1% of 290,000 active. binding response (% of control), % at 10 µM. Alexa488-MEK5 binding to MEKK2 WT; actives lie on both sides; in the data active means binding response below about 67% or above about 130%
MEKK3 PB1 HTS: modulators of MEKK3-MEK5 PB1 binding, primary screen, biochemical, wildtype MEKK3, multiplex bead flow cytometry, Alexa488-MEK5; Mitogen-activated protein kinase kinase kinase 3 (Homo sapiens), Q99759; bead-based flow cytometry, Alexa488-MEK5 binding to MEKK3; actives lie on both sides; 0 = blocked by unlabeled MEK5, 100 = vehicle; binding response (% of control), % at 10 µM; 1.4% of 290,000 active; AID 1529, 2009;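 active means binding response more than 3 SD above or below the average of its plate-row segment, actives on both sides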;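 further: Alexa488 bead fluorescence after subtracting the streptavidin-only scavenger bead signal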
IDE inh: human IDE inhibitors in live cells, primary screen, fluorescence polarization, HEK cells, FAbetaB substrate. Insulin-degrading enzyme (Homo sapiens), P14735. FAbetaB cleavage. 0.41% of 320,000 active. AID 434962, 2010. inhibition, % at 5.59 µM;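 active means percent inhibition above the average of all tested compounds plus 3 SD, set per screening campaign, cut at about 16% in these data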;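 further: IDE supplied by intact live HEK cells; FP after avidin binding of uncleaved biotin substrate so inhibition keeps polarization high; 0% = DMSO wells and 100% = 60 µM reference IDE inhibitor Ii1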
IDE act: human IDE activators in live cells, primary screen, fluorescence polarization, HEK cells, FAbeta-B substrate; Insulin-degrading enzyme (Homo sapiens), P14735; FAbeta-B cleavage; 0% vehicle, 100% cell-free pure enzyme wells; activation, % at 5.96 µM; 0.073% of 340,000 active; AID 493087, 2011;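 active means activation above the mean of all tested compounds plus 3 SD, set per screening campaign, cut at about 17% in these data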
SUMO HTRF inh: inhibitors of in vitro SUMOylation cascade, primary screen, biochemical, HTRF, uHTS | SUMO-conjugating enzyme UBC9 (Homo sapiens), P63279 | HTRF SUMOylation assay, SAE1/SAE2 + UBC9 | inhibition, % at 35 µM | 0.36% of 290,000 active | AID 2006, 2009; in the data active means inhibition above about 50%, passing the limit was not always enough; further: strong numbers were not always called active
Starred values were filed as active, the others as inactive; i = inactive; nt = no result given; [ ] = dose if it differs, or a comment. This is a subset, so the mix of outcomes need not match the whole.

SMILES | NALP1 yeast inh | PfM18AAP inh | MEKK2 mut-MEK5 | p-CIP stab down | MEKK2wt PB1 HTS | MEKK3 PB1 HTS | IDE inh | IDE act | SUMO HTRF inh
Nc1ccc(N2CCCCCC2)cc1 | 17 | 14 | -1 | -15 | 92 | 80 | -3 | nt | 62*
COc1cccc(OC)c1C(=O)Nc1ccc(N2CCN(C(=O)c3ccco3)CC2)cc1 | -6 | 2 | -2 | 3 | 99 | 98 | -2 | 0 | 8
CC(=O)OC1OCCOC1NC(=S)NCc1ccco1 (stereo unspecified) | 13 | 5 | -35 | -15 | nt | 1.0*[inhibitor] | -6 | 2 | 28
CCC(c1nnnn1Cc1ccccc1)N(Cc1ccco1)Cc1cc2cc(OC)ccc2[nH]c1=O (stereo unspecified) | 2 | 20 | 5 | -10 | 97 | 106 | 6 | -2 | 26
Cc1c(C(=O)N2CCCc3ccccc32)oc2ccc(S(=O)(=O)N3CCOCC3)cc12 | -2 | -5 | 2 | -6 | 98 | 100 | 0 | 2 | 16
CC(=O)N(C)c1ccc(N=Nc2c(C)[nH]n(-c3ccccc3)c2=O)cc1 | -2 | -6 | 4 | -2 | 108 | 109 | -3 | 0 | -18
Cc1ccc(CN2CCN(c3ccccn3)CC2)s1 | 9 | 2 | 4 | 13 | 105 | 104 | -2 | 0 | 9
C=CCN1C(=O)C(CC(=O)NCC)SC1=Nc1ccc(S(N)(=O)=O)cc1 (stereo unspecified) | -1 | -13 | 4 | 5 | 106 | 104 | 0 | -2 | 6
COc1cccc(Nc2nnc(Cc3cccnc3)c3ccccc23)c1 | -13 | -1 | 5 | 5 | 108 | 104 | -15 | 1 | 21
COc1ccc(OC)c(-c2cnc(OC(C)(C)C)nc2OC(C)(C)C)c1 | 26 | 4 | 0 | 1 | 98 | 97 | 0 | 4 | -12
COC(=O)c1ccc(C(=O)NC2CCCN(Cc3ccc(Cl)cc3)C2)nc1 (stereo unspecified) | -3 | -1 | 12 | 6 | 112 | 103 | -2 | 2 | 15
CC1Oc2ccccc2C=C1/C=N/NC(=O)c1ccccc1O (stereo unspecified) | 17 | 13 | 20 | 3 | 120 | 105 | 3 | 1 | 12
CCN1CCc2c(OCc3ccc(C)cc3)cccc2C1=O | 12 | 1 | -9 | 0 | 92 | 106 | 3 | 0 | -4
COc1ccc(C(=O)NCc2cccs2)cc1S(=O)(=O)N1CCOCC1 | -5 | -2 | -1 | -12 | 107 | 118 | 3 | 1 | 6
Clc1ccccc1Cn1nnc2c(N3CCOCC3)nc(C3CC3)nc21 | -3 | 7 | nt | -15 | nt | nt | 3 | 7 | -19
CCOC(=O)[C@@H]1[C@H]2COc3ccccc3[C@@H]2N2C(=O)N(c3ccc(C)cc3)C(=O)[C@]12C | 12 | 7 | -3 | -16 | 98 | 97 | 4 | -1 | 6
CC1(C)OC(C)(C)/C(=C\c2ccccc2[N+](=O)[O-])C1=O | 1 | 6 | 9 | -10 | 108 | 108 | 3 | -1 | 6
Cc1nn2c(nc1=O)SCC(c1ccccc1)=N2 | -18 | -9 | 1 | -7 | 92 | 98 | -3 | 0 | 14
Cc1cc(C)cc(NC(=O)Nc2ccc(N3CCCCC3)cc2)c1 | 13 | 12 | 6 | 12 | 107 | 105 | 7 | nt | 15
O=C(COC(=O)c1cc(S(=O)(=O)NCc2ccccc2)ccc1O)NCc1ccccc1 | 1 | -2 | nt | -2 | nt | nt | 1 | 3 | 11
O=C(CN1CCOCC1)Nc1ccc(Cl)cc1 | 0 | 1 | 5 | -4 | 108 | 105 | 2 | 1 | 0
O=C(NCCCCCCNC(=O)N1CCCCCC1)N1CCCCCC1 | 8 | 2 | 0 | 3 | 105 | 107 | -2 | -5 | 0
COc1ccc(-c2cccc(C(=O)Nc3cccc(C(=O)O)c3)c2)cc1 | 25 | 1 | 0 | -16 | 102 | 130 | 7 | -2 | 7
COc1ccc(OCC(=O)N2CCC(n3nccc3NC(=O)C3CC3)CC2)cc1 | 10 | -3 | 11 | 2 | 103 | 103 | -2 | 7 | 12
COc1cccc(NC(=S)N(Cc2ccco2)C(C)c2ccco2)c1 (stereo unspecified) | 21 | -7 | 1 | 0 | 106 | 123 | -1 | 6 | 3
COc1ccc(NC(=O)CN(C)S(=O)(=O)c2cnc[nH]2)cc1 | 12 | -14 | 0 | -2 | 94 | 101 | 0 | 7 | 17
CCC(C)(C)NC(=O)C(c1ccc(O)cc1)N(CCOC)C(=O)CCC(=O)Nc1nccs1 (stereo unspecified) | nt | 6 | 1 | 0 | 104 | 105 | 3 | 2 | 29
CCCc1nc2c(nnn2Cc2ccccc2F)c(=O)[nH]1 | 9 | -3 | 4 | -13 | 93 | 99 | -5 | 6 | 19
COC(=O)Cc1ccc(Oc2ncc(C(F)(F)F)cc2Cl)cc1 | 10 | 2 | 1 | 5 | 101 | 108 | -1 | 2 | 6
O=C(c1ccccc1)N1N=C(C(F)(F)F)CC1(O)c1ccc(F)cc1 (stereo unspecified) | 5 | 1 | 12 | -12 | 110 | 105 | -1 | 0 | 9

3 entries out of the list above, arranged by the number in PfM18AAP inh, largest number first.
structure	NALP1 yeast inh	PfM18AAP inh	MEKK2 mut-MEK5	p-CIP stab down	MEKK2wt PB1 HTS	MEKK3 PB1 HTS	IDE inh	IDE act	SUMO HTRF inh
COC(=O)Cc1ccc(Oc2ncc(C(F)(F)F)cc2Cl)cc1	10	2	1	5	101	108	-1	2	6
CCCc1nc2c(nnn2Cc2ccccc2F)c(=O)[nH]1	9	-3	4	-13	93	99	-5	6	19
COc1ccc(NC(=O)CN(C)S(=O)(=O)c2cnc[nH]2)cc1	12	-14	0	-2	94	101	0	7	17

(list continues)
SMILES | NALP1 yeast inh | PfM18AAP inh | MEKK2 mut-MEK5 | p-CIP stab down | MEKK2wt PB1 HTS | MEKK3 PB1 HTS | IDE inh | IDE act | SUMO HTRF inh
O=C1C2C3C=CC(C3)C2C(=O)N1/N=C/c1cc(Br)cc([N+](=O)[O-])c1O (stereo unspecified) | nt | -6 | nt | -3 | nt | nt | 0 | -3 | 6
COc1ccc(-c2nc(-c3ccccn3)nc(N3CCN(C)CC3)c2C#N)cc1 | 5 | -19 | -1 | 5 | 100 | 103 | 10 | 2 | 5
CCc1nnc(NC(=O)CSc2nnc(CCc3nc4ccccc4[nH]3)n2C)s1 | 10 | 2 | 5 | -5 | 110 | 103 | 0 | 3 | 23
O=C(NCc1cccnc1)c1ccc(CS(=O)(=O)Cc2ccc(Cl)cc2)o1 | 14 | -3 | 11 | -2 | 110 | 110 | -1 | 5 | 8
CCOC(=O)c1ccc(S(=O)(=O)n2c(CN3CCCCC3)nc3ccccc32)cc1 | 18 | 4 | 0 | -15 | 99 | 101 | -2 | 3 | 4
COC(=O)c1ccc(N2CCS(=O)(=O)CC2)cc1 | -6 | -7 | -4 | -4 | 98 | 104 | 6 | 5 | 13
CCCS(=O)(=O)Nc1ccc(-c2cn3c(n2)SCC3)cc1 | 25 | 0 | -5 | -1 | 101 | 101 | -4 | 6 | 0
Cc1ccccc1Nc1c(-c2cccnc2)nc2ccc(Br)cn12 | 4 | 1 | -7 | 9 | 87 | 99 | 2 | 1 | 1
CCN(CCNC(=O)C1=C(C)C(=O)OC12CCC(C)CC2)c1ccccc1 (stereo unspecified) | nt | 6 | -13 | -12 | 90 | 93 | -5 | -2 | -1
CS(=O)(=O)NN1C(=O)c2ccccc2NC1c1cccc(O)c1 (stereo unspecified) | 2 | -12 | -3 | 5 | 99 | 99 | 6 | -4 | 22
CCOCCCNC(=O)c1ccc2c(=O)n(Cc3ccc(OC)cc3)c(=O)[nH]c2c1 | 7 | -3 | -1 | -5 | 95 | 97 | 1 | 4 | 2
CCC(C(=O)Nc1cc(Cl)c(OC)cc1OC)c1ccccc1 (stereo unspecified) | -6 | 2 | 4 | -3 | 108 | 102 | -3 | 5 | -19
O=C(O)CCC(=O)c1ccc2c(c1)OCCCO2 | 19 | -4 | -1 | -3 | 99 | 98 | 4 | 0 | 25
COc1cc(NS(=O)(=O)c2ccc3c(c2)C(C)(C)C(=O)N3C)cc(OC)c1 | -4 | 0 | -1 | -4 | 102 | 102 | 7 | 7 | -8
CCC(C)(C(=O)NC1CCCCC1)N(Cc1cccs1)C(=O)c1ccc(=O)[nH]c1 (stereo unspecified) | 19 | 3 | -2 | -1 | 94 | 96 | 3 | -2 | 15
O=C(O)C=C1CCN(c2ncc(C(F)(F)F)cc2Cl)CC1 | -6 | -4 | 3 | 9 | 105 | 107 | -2 | 1 | 18
Cc1ccc(S(=O)(=O)N2CCOC23CCN(C(=O)c2ccccc2Br)CC3)cc1 | 1 | -1 | 1 | -11 | 98 | 101 | 4 | 4 | nt
O=c1c(Cc2c(F)cccc2Cl)c(O)ccn1Cc1ccc(F)cc1 | 10 | 3 | 1 | -11 | 101 | 103 | -6 | 7 | 3
OCCNNC(=S)NC1CC2C=CC1C2 (stereo unspecified) | -7 | -2 | -3 | -11 | 99 | 98 | -1 | 0 | 34
NC(=O)C1CC(=O)N(c2ccc(OCc3ccc(Cl)cc3Cl)cc2)C1 (stereo unspecified) | -1 | -3 | -10 | -13 | 95 | 101 | -1 | -2 | 14
Cc1ccc(-n2c(=O)[nH]c3c(oc4ccccc43)c2=O)cc1 | -14 | -7 | 3 | -4 | 105 | 104 | 5 | 3 | 16
O=C1Nc2ccccc2OC1CC(=O)N1CCN(c2cccc(C(F)(F)F)c2)CC1 (stereo unspecified) | 16 | -1 | 7 | 0 | 100 | 108 | 2 | 0 | -8
CCC(C)N(C(=O)COC(=O)/C=C/c1ccc(O)c(OC)c1)C1CCS(=O)(=O)C1 (stereo unspecified) | nt | 1 | 2 | -4 | 95 | 76 | 9 | 6 | -1
O=[N+]([O-])c1cc(-c2csc(NC(CO)c3nc4ccccc4n3CCOCCO)n2)ccc1Cl (stereo unspecified) | nt | nt | 2 | nt | 105 | 101 | 3 | 0 | nt
O=C(NCCCNC(=O)c1ccco1)c1ccco1 | 0 | -5 | 4 | -12 | 105 | 98 | 2 | 5 | 19
Cc1sc2ncnc(N3CCCCC3)c2c1C | -1 | 12 | -1 | -2 | 97 | 98 | -3 | -9 | -3
O=C(O)c1ccc(NC2=Nc3cccc4cccc2c34)cc1 | nt | -3 | -9 | 4 | 58 | 52 | nt | -10 | 21
CC(C)Cn1c(N)c(C(=O)COC(=O)c2ccc([N+](=O)[O-])o2)c(=O)n(C)c1=O | 7 | 3 | -1 | -49 | 97 | 105 | -1 | -1 | 9
Cc1ccccc1CS(=O)(=O)CCC(=O)N1CCN(c2ccc(N3CCOCC3)nn2)CC1 | 15 | 1 | -1 | -3 | 94 | 90 | 0 | 6 | 18
CN(Cc1ccccc1)C(=O)COC(=O)C1=NNC(=O)CC1 | 15 | 2 | -1 | 1 | 99 | 101 | -1 | 2 | -6
COc1ccc(CC(=O)O/N=C(\N)c2ccc(C)cc2)cc1 | nt | -2 | 18 | -1 | 115 | 118 | 0 | 3 | -11
CCOCC(O)CNC(=O)c1ccc(OC2CCN(C(=O)c3cccnc3)CC2)cc1 (stereo unspecified) | i | 5 | -15 | -16 | 90 | 89 | -3 | -1 | 14
